# MEX-5 binding: MEX-5 zinc finger RNA-binding disruptors – biochemical, C. elegans, fluorescence polarization, MLPCN library, primary screen | hit rate 0.38% among 300,000 | activity score (negative = inhibition of binding), % at 10 µM | Zinc finger protein mex-5 (Caenorhabditis elegans), Q9XUB2 | MEX-5/FITC-TCR2 RNA binding; stronger effect = lower value;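 active = inhibition past about -25% in most replicates, and total fluorescence under double the plate's negative control median, limit read from the data; inconclusive = replicates evenly split on the limit, or fluorescence at least double controls; inactive = too little inhibition in most replicates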;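 also: 0% = DMSO and -100% = 5 µM competing unlabeled TCR2 RNA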
# Yeast superoxide: reduction of superoxide in aged yeast, primary screen, HTS | AID 2690, 2010 | S. cerevisiae aged cells, superoxide DHE fluorescence; stronger effect = lower value | hit rate 0.18% among 330,000 | superoxide response (% of plate mean), % at 10 µM;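 active = superoxide response under a set limit, about three screen SD below normal, cut at about 65% in these data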;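 also: yeast aged for seven days with compound at 30 °C before DHE staining; 100% = average MFI of all compound-treated wells on the plate with controls excluded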
# GRK2 aptamer HTS: compounds blocking aptamer binding on GRK2 – biochemical, human GRK2, bead flow cytometry, HTS, primary screen; Beta-adrenergic receptor kinase 1 (Homo sapiens), P25098; FAM-aptamer displacement from GRK2; inhibition of aptamer binding, % at 10 µM; hit rate 0.59% among 330,000; AID 488847, 2010;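 active = inhibition of aptamer binding above 40%, roughly 3 SD of noise, on plates passing a quality check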;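 also: median bead fluorescence of bound FAM aptamer so fluorescent compounds give negative values; no value below 0 was filed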
# CIT2-GFP yeast: modulators of CIT2-GFP expression in yeast, primary screen, S. cerevisiae, GFP fusion, multiplex flow cytometry, MLPCN library | S. cerevisiae CIT2-GFP strain, 3 h; 100 means same as DMSO wells | GFP response vs DMSO, % at 10 µM | hit rate 0.065% among 320,000;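 active = GFP response relative to DMSO above a set limit, near the screen mean plus 3 SD, cut at about 150% in these data; inconclusive = Fewer than 70 cells measured for a yeast strain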;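 also: ratio of well median GFP fluorescence to mean of DMSO wells on the plate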
# Bcl-xL primary: inhibitors of human Bcl-xL, primary screen, biochemical, fluorescence polarization, HTS; Bcl-2-like protein 1 (Homo sapiens), Q07817; GST-Bcl-xL / FITC-Bim BH3 peptide fluorescence polarization; inhibition, % at 10.9 µM; hit rate 0.7% among 320,000; AID 2129, 2009;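 active = inhibition above the mean of all tested compounds plus 3 SD, cutoff set per campaign, cut at about 30% in these data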;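 also: 0% = DMSO wells and 100% = unlabeled Bim-BH3 peptide competitor; inhibitors lower millipolarization by displacing the labeled peptide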
# VLA-4 inh: inhibition in human VLA-4 binding assay, primary screen, VLA-4 allosteric modulator project, MLPCN library, flow cytometry, VLA-4 expressing cells. Integrin alpha-4 (Homo sapiens), P13612. ligand binding flow cytometry. inhibition, % (about 7 µM as worked out from the volumes in the protocol). hit rate 0.2% among 330,000. AID 2557, 2010; in the data active = inhibition above about 50%
# Target sequence (P13612 whole entry, looked up): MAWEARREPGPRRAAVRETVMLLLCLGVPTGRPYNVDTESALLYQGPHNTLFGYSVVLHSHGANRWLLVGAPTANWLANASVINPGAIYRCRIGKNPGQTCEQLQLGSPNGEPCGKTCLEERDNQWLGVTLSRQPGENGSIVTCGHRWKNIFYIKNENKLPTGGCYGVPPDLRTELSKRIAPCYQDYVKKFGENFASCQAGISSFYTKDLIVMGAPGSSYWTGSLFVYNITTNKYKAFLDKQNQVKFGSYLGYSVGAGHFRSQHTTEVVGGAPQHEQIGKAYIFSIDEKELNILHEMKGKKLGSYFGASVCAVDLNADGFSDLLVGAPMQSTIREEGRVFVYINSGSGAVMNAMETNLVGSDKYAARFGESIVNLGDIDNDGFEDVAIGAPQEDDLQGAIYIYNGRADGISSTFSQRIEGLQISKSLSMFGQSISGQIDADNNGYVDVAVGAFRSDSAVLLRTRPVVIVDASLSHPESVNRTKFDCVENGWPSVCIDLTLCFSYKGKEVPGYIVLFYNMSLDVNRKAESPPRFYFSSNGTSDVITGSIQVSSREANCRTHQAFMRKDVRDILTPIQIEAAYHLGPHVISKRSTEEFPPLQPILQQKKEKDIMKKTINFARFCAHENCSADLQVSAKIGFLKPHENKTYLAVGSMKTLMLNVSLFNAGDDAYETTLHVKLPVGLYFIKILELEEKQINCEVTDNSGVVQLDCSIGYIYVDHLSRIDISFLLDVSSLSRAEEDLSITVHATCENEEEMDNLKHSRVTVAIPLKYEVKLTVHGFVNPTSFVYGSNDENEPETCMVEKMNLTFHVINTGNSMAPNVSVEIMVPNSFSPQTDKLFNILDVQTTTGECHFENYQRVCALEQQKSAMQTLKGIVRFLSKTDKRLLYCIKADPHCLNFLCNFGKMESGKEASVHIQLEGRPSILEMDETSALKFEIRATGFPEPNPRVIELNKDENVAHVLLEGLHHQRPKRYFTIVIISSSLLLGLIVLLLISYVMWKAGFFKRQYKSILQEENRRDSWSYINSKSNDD
# AGP1-GFP MLPCN: modulators of AGP1-GFP expression in yeast TOR pathway, primary screen, cell-based, multiplex flow cytometry, S. cerevisiae, MLPCN library; 3 h; GFP as percent of DMSO wells; GFP response vs DMSO, % at 10 µM; hit rate 0.02% among 320,000; AID 2066, 2009;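 active = GFP response relative to DMSO above a set limit, near screen average plus 3 SD, cut at about 150% in these data; inconclusive = fewer than 70 cells counted for the yeast strain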;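 also: median GFP channel fluorescence of the gated AGP1 strain per well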
# GLD-1 TGE inh: GLD-1/TGE RNA complex disruptors, primary screen, biochemical, fluorescence polarization. Female germline-specific tumor suppressor gld-1 (Caenorhabditis elegans), Q17339. purified GLD-1 + fluorescein TGE RNA. inhibition, % at 5.96 µM. hit rate 0.44% among 320,000;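 active = percent inhibition above a per-plate cutoff, the plate mean of test compounds plus 3 SD, cut at about 30% in these data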;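 also: 0% = DMSO wells with GLD-1 and probe and 100% = wells lacking GLD-1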
# MCL1 BIM primary: inhibitors of MCL1 binding to BIM-BH3, primary screen, biochemical, fluorescence polarization. GST-MCL1 / FITC-Bim-BH3 fluorescence polarization. inhibition, % at 10.9 µM. hit rate 0.68% among 320,000. AID 2057, 2009;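 active = inhibition above the mean inhibition of all tested compounds plus 3 SD, set per campaign, cut at about 40% in these data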;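 also: 0% = DMSO wells and 100% = unlabeled Bim-BH3 peptide control; higher means more loss of mP so more displacement of Bim peptide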
# Starred values were filed as active, the others as inactive; u = inconclusive; x = not tested or not shown; [ ] = remark or other dose. Rows are unselected; about 2.1% have a hit in one of these screens.
# Value order: MEX-5 binding, Yeast superoxide, GRK2 aptamer HTS, CIT2-GFP yeast, Bcl-xL primary, VLA-4 inh, AGP1-GFP MLPCN, GLD-1 TGE inh, MCL1 BIM primary
- Cc1ccc(N2C(=O)N(CC(=O)Nc3ccc(C)cc3C)C(=O)C2C)cc1 (stereo not given)
    0.5, 97, 2, 105, -2, 5, 103, 3, 7
- CCC(C)NC(=O)c1cccc(OCc2c(C)noc2C)c1 (stereo not given)
    -0.5, 95, 3, 95, 3, 6, 92, 3, 3
- CCOc1ccc(N(C)S(=O)(=O)c2ccc(C)c(C(=O)NCc3cccs3)c2)cc1
    x, 82, 2, 99, 3, 8, 100, 0, 5
- CC(=O)C1=C(C)N(CC2CC2)C(=O)N[C@H]1c1cccs1
    x, 99, 1, 82, -3, 30, 79, 4, -5
- O=C(CC(SCCO)c1ccc([N+](=O)[O-])cc1)c1ccco1 (stereo not given)
    0.3, 107, 0, 103, 7, 26, 98, 3, 6
- NC(c1ccccc1)c1ccncc1 (stereo not given)
    -1.1, 89, 0, 103, -6, 11, 51, 5, -4
- CCOC(=O)c1sc(NC(=S)NC(=O)CC(C)C)cc1C
    -0.3, 88, 0, 87, 6, 9, 96, 0, 8
- COCC(=O)Nc1ccc2c(c1)OCO2
    -1.8, 95, 0, 92, 2, 3, 96, 4, -2
- COc1ccc(Cn2nnnc2C(C(C)C)N(Cc2ccco2)Cc2cccs2)cc1 (stereo not given)
    -0.6, 81, 0, 100, 7, 15, 109, 6, 7
- COCCN(C(=O)c1ccc(OC2CCN(S(=O)(=O)N(C)C)CC2)cc1)C(C)C
    -1.5, 113, 6, 101, 2, -3, 133, -1, 8
- O=C(CNS(=O)(=O)/C=C/c1ccccc1)OCC(=O)N1CCC(Cc2ccccc2)CC1
    1.3, 95, 2, 103, 4, 3, 103, 3, 0
- CCOC(=O)CCn1cc(F)c(=O)n(Cc2ccccc2)c1=O
    2.0, 97, 1, 95, -2, 8, 97, 8, 4
- COc1ccc(/C=C/C(=O)NC(=S)NNC(=O)c2ccco2)cc1
    -0.6, 165, 0, 108, 5, -15, 103, -2, 11
- CCCn1nnnc1SCC(=O)NCc1ccccc1
    -1.8, 100, 2, 96, 8, -19, 99, 3, 2
- CCCn1c(SCC(=O)Nc2ccc(NC(=O)CC)cc2)nc2c1c(=O)n(C)c(=O)n2C
    -0.1, 93, 4, 95, 7, 7, 99, 2, 4
- O=C(NC1=NCCS1)C1CC(=O)N(c2ccc(Cl)cc2)C1 (stereo not given)
    -0.2, 85, 0, 101, 6, 17, 101, 1, 0
- O=C(NN1C(=O)c2ccccc2C1=O)C1CC2CCC1C2 (stereo not given)
    1.2, 102, 1, 94, 2, 7, 102, -5, 11
- c1ccc(-c2ccccc2OCCn2cncn2)cc1
    0.7, 98, 3, x, 5, 1, 103, -3, 1
- CC(C)C(=O)Nc1cccc(NC(=O)c2ccc(Cl)cc2Cl)c1
    0.7, 102, 0, 95, 3, 7, 92, -1, 8
- CC(=O)Nc1ccc(Cc2ccncc2)cc1
    0.5, 87, 0, 102, 6, 3, 103, -7, 8
- O=C1CC(SCCO)C(=O)N1c1ccccc1 (stereo not given)
    2.8, 89, 0, 101, 3, 2, 95, 0, -4
- O=C(CSc1nnc(-c2ccco2)o1)c1ccc(O)cc1O
    -3.7, 104, 1, 99, 0, -3, 102, 8, -6
- CC(=O)N/C(=C\c1ccccc1)C(=O)OCC(=O)NC1CCCC1
    -0.4, 107, 0, 110, -4, 7, 107, 1, -18
- COc1ccc(COCC(O)CN(Cc2ccccc2)C(C)C)cc1OC (stereo not given)
    -1.4, 87, 0, 83, 0, 5, 93, -1, 5
- CCc1c(C(=O)N2CCCN(C)CC2)csc1C
    2.5, 109, 0, 105, 1, 3, 103, 4, -9
- COc1ccc(C(=O)NC(=S)N2CCOCC2)cc1Br
    2.3, 93, 6, 89, 0, -3, 89, 4, 7
- CN(CC(=O)Nc1ccc(Cl)cc1)C1=NS(=O)(=O)c2ccccc21
    x, 74, 0, 97, 0, 10, 106, 4, -2
- CC(=O)c1ccc(-c2nnc(CCC(=O)N(C)Cc3cnc4ccccn34)o2)s1
    -2.4, 99, 3, 93, 0, 0, 96, 1, -3
- O=S(=O)(NN=C1CCCCC1)c1ccccc1
    0.0, 98, 2, 97, 27, 6, 96, -3, 6
- O=C(/C=C/c1ccccc1Cl)Nc1ccc(Cl)cn1
    -0.3, 82, 12, 114, 5, 1, 105, 2, 15

# Further records
mol,MEX-5 binding,Yeast superoxide,GRK2 aptamer HTS,CIT2-GFP yeast,Bcl-xL primary,VLA-4 inh,AGP1-GFP MLPCN,GLD-1 TGE inh,MCL1 BIM primary
O=C(CSc1nnnn1-c1cccc(F)c1)NC1CCCCC1,x,99,0,87,-1,0,93,-4,2
OCC[C@@H]1C[C@H](O)[C@@H](O)[C@]2(CCCc3ccccc3O2)O1,-1.4,85,0,99,8,8,100,3,1
C=CCOc1ccccc1CN1CCCCCC1,-2.7,100,0,101,x,-8,101,x,x
CCCCCOc1ccc(Cl)cc1CN1CCOCC1,0.3,79,1,111,8,7,98,4,-2
Brc1ccc(-c2nc(-c3ccccc3)no2)o1,0.0,110,0,100,3,-2,98,-3,4
O=C(NCCc1ccccc1)c1n[nH]c(=O)c2ccccc12,-3.4,110,0,99,-2,9,99,-4,4
CC(=O)c1sc(NC(=O)C2CC(=O)N(Cc3ccco3)C2)nc1-c1ccccc1 (stereo not given),-1.7,99,6,84,-6,-2,90,-2,-4
O=C(NNC(=O)c1cc([N+](=O)[O-])ccc1Cl)c1cccs1,-3.5,112,1,97,-3,-4,97,3,4
Cc1cc(/C=C(\C#N)C(=O)NCc2ccco2)c(C)[nH]1,-0.8,104,0,106,1,-2,95,-2,0
Cc1c(-c2ccc(Br)cc2)nc2ccccn12,-1.3,89,4,107,-1,13,109,3,5
CCCCc1nnc(NC(=O)C23CC4CC(CC(NC(C)=O)(C4)C2)C3)s1,1.6,103,3,104,2,9,105,-7,-4
Clc1ccc2nc(N3CCNCC3)nc(-c3ccccc3)c2c1,0.0,95,0,u,5,26,u,-5,7
CC[C@H](C)C(=O)O[C@H]1CCC=C2C=C[C@H](C)[C@H](CC[C@@H]3C[C@@H](O)CC(=O)O3)[C@H]21,2.0,105,0,111,-1,6,99,3,4
COc1cccc(/C=N/n2c(-c3cc(C)[nH]n3)n[nH]c2=S)c1,0.8,111,0,102,-34,20,114,2,-33
CCCCN1C(=O)C2Cc3c([nH]c4ccccc34)CN2C1=S (stereo not given),-28*,104,2,100,-10,-37,100,45*,-17
Cc1nc([N+](=O)[O-])cn1CC(O)c1ccc(Cl)cc1 (stereo not given),0.1,90,0,104,-1,0,111,-8,-1

# GLD-1 TGE inh: entries above that show a hit
smiles	MEX-5 binding	GRK2 aptamer HTS	CIT2-GFP yeast	Bcl-xL primary	VLA-4 inh	AGP1-GFP MLPCN	GLD-1 TGE inh	MCL1 BIM primary
CCCCN1C(=O)C2Cc3c([nH]c4ccccc34)CN2C1=S (stereo not given)	-28*	2	100	-10	-37	100	45*	-17

# New compounds follow
mol,MEX-5 binding,Yeast superoxide,GRK2 aptamer HTS,CIT2-GFP yeast,Bcl-xL primary,VLA-4 inh,AGP1-GFP MLPCN,GLD-1 TGE inh,MCL1 BIM primary
Cc1cccc(-n2c(CNC(=O)c3ccc(S(=O)(=O)N(C)C)cc3)nnc2SCC(=O)Nc2ccc(F)cc2)c1,-0.1,104,0,115,0,-5,111,3,-1
CSc1ccccc1C(=O)N1CCN(c2ccc(F)cc2)CC1,0.7,95,3,x,5,1,96,-5,9
CC1(C)Cc2cccc(Oc3ccc(S(=O)(=O)N4CCCCC4)cn3)c2O1,1.3,95,0,98,6,13,101,0,0
Oc1ccc(Br)cc1C1Nc2ccccc2S1 (stereo not given),0.8,90,4,115,7,14,113,-4,7
Cc1ccc(CNC(=O)Cn2c(=O)n(-c3ccccc3)c(=O)c3sccc32)cc1,1.3,105,2,102,1,1,106,22,-3
COc1cc(C(=O)OCc2ccccc2C#N)ccc1OCC(=O)N1CCOCC1,x,98,0,106,-4,6,99,7,0
CCOC(=O)c1[nH]ncc1CN1CCC(Cc2cccc(OC)c2)(C(=O)OCC)CC1,-0.3,95,0,88,1,5,90,0,1
O=C(NC1CCCCC1)c1ccc(-c2ccccc2)cc1,x,96,2,97,8,7,104,-2,3

# Some of these compounds in order of length of the SMILES, high to low.
mol,MEX-5 binding,Yeast superoxide,GRK2 aptamer HTS,CIT2-GFP yeast,Bcl-xL primary,VLA-4 inh,AGP1-GFP MLPCN,GLD-1 TGE inh,MCL1 BIM primary
COCCN(C(=O)c1ccc(OC2CCN(S(=O)(=O)N(C)C)CC2)cc1)C(C)C,-1.5,113,6,101,2,-3,133,-1,8
CC(=O)c1sc(NC(=O)C2CC(=O)N(Cc3ccco3)C2)nc1-c1ccccc1 (stereo not given),-1.7,99,6,84,-6,-2,90,-2,-4
CCC(C)NC(=O)c1cccc(OCc2c(C)noc2C)c1 (stereo not given),-0.5,95,3,95,3,6,92,3,3

# Other entries.
mol,MEX-5 binding,Yeast superoxide,GRK2 aptamer HTS,CIT2-GFP yeast,Bcl-xL primary,VLA-4 inh,AGP1-GFP MLPCN,GLD-1 TGE inh,MCL1 BIM primary
Cc1ccc(C2(C)NC(=O)N(CC(=O)Nc3ccc(N4CCOCC4)cc3N3CCOCC3)C2=O)cc1 (stereo not given),-0.1,94,0,102,5,10,113,2,0
O=CC1=C(N2CCOCC2)/C(=C\c2ccccc2)CC1,-1.4,90,1,89,3,-4,97,3,2
Cc1ccc(CNCC(O)(c2ccccc2)c2ccc(F)cc2)cc1 (stereo not given),-1.1,100,0,105,3,-5,96,7,7
CCC(c1nnnn1CCOC)N1CCN(Cc2ccccc2OC)CC1 (stereo not given),4.6,75,0,u,-1,12,u,-1,0
Cn1c(SCC(=O)N2CCc3ccccc32)nnc1C1CC1,-1.2,75,0,97,5,7,102,-4,3
Cc1cc(N2C(=O)C3C4CC(C(Br)C4Br)C3C2=O)no1 (stereo not given),0.6,102,2,99[may fluoresce red],2,7,98[may fluoresce red],5,9
CCCN(CC(=O)Nc1ccccc1OC)C(=O)CSc1nc(C)cc(C)n1,-1.1,98,4,97,2,11,99,6,1
CCOc1cccc(C2C(C(=O)c3ccc(C)o3)=C(O)C(=O)N2CCCn2ccnc2)c1 (stereo not given),22,96,2,84,1,0,91,3,6
O=C(N/N=C/c1cccnc1)/C(=C\c1cccs1)NC(=O)c1ccccc1,-1.3,103,1,97,3,-3,91,-8,12

# Compound activity (PubChem BioAssay)
